From PubChem BioAssay
CHRM4 agonist = agonists of human muscarinic M4 receptor (CHRM4) | activation, % at 3 µM | 0.14% of 360,000 active | AID 624127 | CHO-K1 hM4/Gqi5, Fluo-8 calcium fluorescence; vehicle 0%, full acetylcholine response 100% | P08173;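 active = activation above the run mean over all test wells plus 3 SD, cut at about 32% in these data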;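 note: peak over basal fluorescence ratio per well then scaled between controls; 0% = DMSO wells and 100% = acetylcholine at EC100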
CHRM1 PAM = positive allosteric modulators of human M1 muscarinic receptor; P11229; CHO-K1 hM1, Fluo-8 calcium fluorescence, ACh EC20; 0% = ACh EC20, 100% = maximal ACh; activation, % at 3 µM; 0.088% of 360,000 active; in the data active = activation above about 19%, passing the limit was not always enough
Target sequence (P11229 whole entry, looked up): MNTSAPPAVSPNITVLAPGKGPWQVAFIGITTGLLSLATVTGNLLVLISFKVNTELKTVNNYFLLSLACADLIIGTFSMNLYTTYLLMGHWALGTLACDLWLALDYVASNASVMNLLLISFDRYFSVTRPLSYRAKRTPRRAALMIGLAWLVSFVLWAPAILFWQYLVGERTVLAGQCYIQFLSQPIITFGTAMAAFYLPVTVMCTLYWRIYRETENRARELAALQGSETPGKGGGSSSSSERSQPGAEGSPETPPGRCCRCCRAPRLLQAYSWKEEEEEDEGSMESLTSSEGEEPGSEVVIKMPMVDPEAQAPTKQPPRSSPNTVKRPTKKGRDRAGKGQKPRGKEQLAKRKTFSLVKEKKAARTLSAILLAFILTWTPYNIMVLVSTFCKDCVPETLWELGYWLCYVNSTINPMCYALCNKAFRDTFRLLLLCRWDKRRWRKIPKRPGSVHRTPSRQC
CRFBP-R2 agonist = CRF-BP/CRF-R2 complex agonism. HEK293 CRF-R2/CRF-BP, calcium dye fluorescence (FLIPR); percent of saturating CRF peptide response. activation, % at 13.2 µM. 0.46% of 350,000 active. AID 588473;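 active = activation of at least 50%, plus an integration ratio under a set limit after plate pattern correction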;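 note: plate controls were neutral control wells without compound for no effect and CRF at EC100 for full effect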
CHRM5 antagonist = blocks acetylcholine activation of human M5 receptor; inhibition, % at 3 µM; 0.59% of 360,000 active; CHO-hM5 cells, Fluo-8 calcium fluorescence, ACh EC80;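 active = inhibition above a per-plate cutoff, the mean of that plate's test compounds plus 3 SD, cut at about 27% in these data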;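 note: 0% = acetylcholine EC80 with DMSO and 100% = DMSO without agonist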
Target sequence (P08912 whole entry, looked up): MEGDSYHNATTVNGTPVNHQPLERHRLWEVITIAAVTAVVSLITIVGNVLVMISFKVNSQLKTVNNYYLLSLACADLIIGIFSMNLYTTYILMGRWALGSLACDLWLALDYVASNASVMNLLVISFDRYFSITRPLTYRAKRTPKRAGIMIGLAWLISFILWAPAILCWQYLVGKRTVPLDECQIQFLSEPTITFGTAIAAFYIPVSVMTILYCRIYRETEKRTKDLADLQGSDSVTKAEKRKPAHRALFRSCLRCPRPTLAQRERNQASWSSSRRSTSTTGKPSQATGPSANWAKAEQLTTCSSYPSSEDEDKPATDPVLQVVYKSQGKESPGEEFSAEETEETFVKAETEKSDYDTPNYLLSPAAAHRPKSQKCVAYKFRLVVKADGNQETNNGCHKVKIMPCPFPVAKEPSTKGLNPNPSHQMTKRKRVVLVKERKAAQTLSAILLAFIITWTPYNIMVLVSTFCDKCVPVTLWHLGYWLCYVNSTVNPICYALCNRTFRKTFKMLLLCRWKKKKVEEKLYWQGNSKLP
M5 PAM = potentiates acetylcholine response at human M5 receptor | P08912 | 0.3% of 360,000 active | activation, % at 3 µM | CHO-K1 hM5, Fluo-8 calcium, ACh EC20 PAM; 0% = ACh EC20, 100% = ACh EC100 | AID 624038;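 active = activation above the run cutoff, the mean activation of all test compounds plus 3 SD, cut at about 18% in these data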
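Probe or stimulus: acetylcholine, EC20 level; Assay system: human M5 receptor in CHO-K1 cells; Schedule: compound preincubation 140 s before EC20 acetylcholine addition; Technique: intracellular calcium via Fluo-8 fluorescence; Dosing: single-point, 3 µM nominal; Read-out basis: percent activation from peak-over-basal fluorescence ratio, scaled EC20-to-EC100 acetylcholine; Repeats: one well per compound, no replicates.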
M5 ag = CHRM5 agonism in calcium assay | P08912 | CHO-K1 hM5 cells, Fluo-8 calcium fluorescence; 0% DMSO wells, 100% maximal acetylcholine response | activation, % at 3 µM | 0.19% of 360,000 active;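 active = activation above the run's mean over test compounds plus 3 SD, cut at about 23% in these data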;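 note: signal is peak over basal fluorescence ratio across the kinetic read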
M4 PAM = CHRM4 positive allosteric modulation; P08173; CHO-K1 hM4/Gqi5, Fluo-8 calcium fluorescence, ACh EC20; 0% = ACh EC20, 100% = maximal ACh; activation, % at 3 µM; 0.4% of 360,000 active; AID 624126;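 active = activation above its plate's cutoff, the mean activation of sample wells plus 3 SD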; note: some results filed as inactive read as strong as hits
CHRM1 antagonist = antagonists of human M1 muscarinic receptor; inhibition, % at 3 µM; P11229; 1.3% of 360,000 active; CHO-K1 hM1, Fluo-8 calcium fluorescence, ACh EC80 antagonist;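 active = percent inhibition above its own plate's cutoff, namely the mean of that plate's compound wells plus 3 SD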;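 note: peak over basal fluorescence ratio during 140 s after agonist addition; 0% = ACh EC80 plus DMSO and 100% = DMSO alone without agonist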
M4 antag = antagonists of human muscarinic M4 receptor (CHRM4); inhibition, % at 3 µM; 0.73% of 360,000 active; CHO-hM4 cells, ACh EC80, Fluo-8 calcium fluorescence; AID 624125;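 active = inhibition above its plate's cutoff, the mean inhibition of sample wells plus 3 SD, cut at about 27% in these data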;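 note: 0% = acetylcholine EC80 with DMSO and 100% = DMSO without agonist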
Numbers without * were called inactive; . = not tested or not shown.

SMILES | CHRM4 agonist | CHRM1 PAM | CRFBP-R2 agonist | CHRM5 antagonist | M5 PAM | M5 ag | M4 PAM | CHRM1 antagonist | M4 antag
COc1ccc(C(=O)Nc2ccc3c(c2)CCCN3C(=O)c2cccs2)c(OC)c1 | 15 | -2 | -1.0 | 8 | -6 | 1 | -17 | 10 | 3
O=C(CSc1ccc2nnc(-c3ccc(F)cc3)n2n1)NCC1CCCO1 (centres undefined) | -1 | 5 | 3.6 | 3 | -4 | 1 | 7 | -2 | 6
COC(=O)c1ccccc1NC(=O)c1ccc2nccnc2c1 | 4 | -2 | -1.2 | 3 | 8 | 3 | -3 | 15 | 8
CCn1c(Cc2ccccc2)nnc1SCC(=O)c1cccc([N+](=O)[O-])c1 | 1 | -19 | -1.2 | 8 | -8 | -2 | -9 | 29 | 12
Cc1cc(NC(=O)CSc2nc(=O)n(CCCN(C)C)c3c2CCCC3)no1 | 1 | -3 | 0.1 | 5 | -3 | -4 | -4 | -4 | -7
CCN(CC)CC(=O)Nc1ccc([N+](=O)[O-])cc1 | 1 | -1 | 1.4 | 7 | 0 | -3 | 0 | -2 | 7
CSCC[C@H](NC(=O)Cc1c(C)c2cc3c(C)c(C)oc3cc2oc1=O)C(=O)N[C@@H](C(=O)O)c1ccccc1 | 1 | 2 | . | -4 | 1 | 0 | 4 | -5 | -20
COc1ccc(CNS(=O)(=O)CCNCc2ccccc2OC)cc1 | 2 | -7 | -0.2 | -1 | -5 | 0 | -4 | 4 | -1
O=C(CCN1C(=O)c2ccccc2C1=O)N1CCC(c2ccccc2)C1 (centres undefined) | 2 | 6 | -1.7 | -3 | 3 | -3 | -3 | -2 | 11
CCn1c(N2CCN(C(=O)/C=C/c3ccccc3)CC2)nc2ccccc21 | 7 | -4 | 0.6 | 2 | 3 | -1 | -4 | 7 | 0
C/C=C/c1cnc2c(c1)C(=O)N([C@@H](C)CO)C[C@H](C)[C@@H](CN(C)S(=O)(=O)c1ccc(C)cc1)O2 | 1 | 9 | -1.6 | -8 | 3 | -2 | 6 | -14 | -11
Cc1nnc(NC(=O)CSc2nnc(Cc3ccccc3)n2Cc2ccccc2)s1 | 0 | 4 | 0.0 | 1 | 4 | -1 | 2 | -3 | 2
Cc1ccc2c(c1)N(CC(=O)NCCCN1CCCCC1)C(=O)CO2 | 2 | 9 | 2.8 | -5 | 3 | -6 | 4 | -7 | -6
CCc1nc(SCC(=O)c2cccc([N+](=O)[O-])c2)n[nH]1 | 1 | 5 | -0.1 | -5 | 12 | -1 | 0 | -2 | 4
CCC(=O)N1CCN(c2ccccc2NC(=O)c2cccc(C)c2)CC1 | 9 | -6 | -1.0 | 3 | -5 | 2 | -3 | -6 | 8
CC(C)n1cc(CN2CCC(n3nccc3NC(=O)CCCc3ccccc3)CC2)cn1 | 1 | 4 | -0.5 | 12 | 4 | -9 | 5 | -5 | -1
O=C1C=C(Nc2ccc(O)cc2)C(=O)c2ccccc21 | 0 | 13 | -11 | 3 | 2 | -6 | 2 | -22 | -7
Cc1nn(CC(=O)Nc2ccc(F)cc2)c(=O)c2ccccc12 | 1 | 14 | -0.9 | 1 | 4 | 1 | 2 | -18 | 2
CCOC(=O)Cc1cnc(NC(=O)CSc2nc(N)cc(=O)[nH]2)s1 | 1 | 16 | 1.2 | -1 | 1 | -1 | 4 | -4 | 2
COCCOC(=O)c1c(C)nc(SCC(=O)Nc2ccc(C)cc2)c(C#N)c1-c1ccco1 | 0 | 2 | 0.7 | 3 | 1 | 0 | 4 | -28 | -2
CC(=O)c1ccc(S(=O)(=O)Nc2ccccc2C(=O)NC2CC2)cc1 | 4 | 9 | 2.1 | 9 | 0 | 0 | 3 | -13 | -12
O=C(c1csc2c1CCCC2)N1CCN(c2ccccc2)CC1 | 6 | -6 | 0.2 | 11 | -10 | 0 | -5 | 5 | 0
COc1ccc(CNC(=O)c2nnn(-c3cccc(C(F)(F)F)c3)c2N)cc1 | 4 | 9 | -2.4 | -1 | 7 | 1 | 5 | -6 | -2
COc1ccc(C2OC(=O)CC2C(=O)NCc2ccc(F)cc2)cc1OC (centres undefined) | 3 | 6 | -4.8 | 2 | 0 | 1 | 4 | -3 | -2
COc1ccccc1C(=O)NCC(=O)Nc1cccnc1 | 16 | 4 | . | 8 | -1 | 1 | -8 | -4 | 13
O=C(COc1ccccc1)Nc1ccncc1 | 4 | 5 | -1.2 | 4 | -3 | 2 | -1 | -5 | 2
Cc1ccccc1N(C(=O)c1csnn1)C(C(=O)NC(C)(C)C)c1cccs1 (centres undefined) | 2 | 8 | -0.2 | 0 | 9 | 5 | 1 | -4 | 2
COc1cc(C)ccc1S(=O)(=O)NC(=O)C1(C)CCN1C(=O)c1ccc(C(F)(F)F)nc1C (centres undefined) | 0 | 8 | . | 7 | -2 | 0 | 0 | -9 | 7
Cc1nnc(SCC(=O)NC(=O)NC(C)C)s1 | 0 | -10 | -0.5 | -1 | 1 | -3 | -3 | 17 | 4
CC(C)OC(=O)CSc1nc2cc3c(cc2cc1C#N)OCO3 | 1 | 6 | 7.5 | -2 | 1 | 4 | 15 | -7 | -13
CCOc1ccc(NC(=O)c2ccccc2-c2ccccc2C(=O)O)cc1 | 5 | 5 | 0.4 | -4 | -2 | 3 | -6 | -8 | -4
CC(=O)c1ccc(OCCCC(=O)Nc2cccc(S(=O)(=O)N3CCOCC3)c2)cc1 | 7 | 4 | 1.0 | 2 | -4 | 6 | 1 | -6 | -11
CC(C)Oc1cccc(-c2cc(C(=O)NC(=S)N(C)c3ccccc3C(=O)O)c3ccccc3n2)c1 | 1 | 4 | 3.5 | -9 | -1 | 1 | -3 | 2 | -3
Cc1ccc(NC(=O)C2(C)CCN2Cc2ccccc2OC(F)F)cc1 (centres undefined) | 5 | -13 | . | 2 | -9 | -3 | -10 | -3 | -5
COc1cccc(/C=C/C(=O)OCC(=O)Nc2cc(S(=O)(=O)N3CCOCC3)ccc2C)c1 | 7 | 1 | -0.4 | 7 | -2 | 5 | 12 | -3 | 3
CCOC(=O)C(NC(C)=O)C(O)c1ccc([N+](=O)[O-])cc1 (centres undefined) | 1 | 4 | -2.2 | -2 | -3 | -2 | 2 | -7 | -4
O=C(CN(c1ccccc1F)S(=O)(=O)c1ccccc1)Nc1ccc2c(c1)OCCO2 | 14 | -2 | -4.4 | 22 | -14 | -4 | -11 | 9 | -12
Nc1ncnc2c1ncn2C1OC(C(=O)NC2CC2)C(O)C1O (centres undefined) | 0 | 9 | 1.0 | 2 | 2 | 0 | -8 | -37 | 36*
O=C(Cc1cccc(Cl)c1)Nc1ccc(Br)cc1 | 3 | -8 | -1.2 | -1 | -9 | -5 | -8 | 0 | 5
COc1ccc([C@H]2[C@H](C(C)=O)N3N=Cc4ccccc4C3C23C(=O)OC(C)(C)OC3=O)cc1 (some centres undefined) | 5 | 2 | 2.7 | 13 | -9 | 0 | -8 | -8 | 9
COc1ccc(NC(=O)c2ccc(-c3ccc(C(C)=O)cc3)o2)cn1 | 9 | 8 | 0.1 | 10 | -4 | 2 | -2 | -2 | 8
CCCCCCc1nc2nc(Cl)c(Cl)nc2[nH]1 | 1 | -4 | 3.9 | -3 | -2 | 0 | -2 | -6 | 3
CCc1ccccc1NC(=O)C/C(C)=N/NC(=O)COc1ccccc1C | 0 | 5 | -3.0 | -3 | 2 | -3 | 8 | -11 | -20
COc1ccc(CCNC(=O)CSc2nc3sc(C(=O)O)c(C)c3c(=O)[nH]2)cc1OC | 1 | 6 | -1.8 | 0 | 0 | -3 | 3 | -3 | -2
O=C(O)c1ccc(Cl)c(S(=O)(=O)NC(Cc2ccccc2)C(=O)O)c1 (centres undefined) | 0 | -2 | 5.8 | 8 | 8 | -1 | 0 | 7 | -1
COC(=O)C1=C(O)CSC1=Nc1ccc(C)cc1 | 0 | 7 | 0.1 | -4 | 7 | -1 | -1 | 0 | -3
NS(=O)(=O)c1ccc(CCNCC(=O)NCc2ccccc2Cl)cc1 | 1 | 4 | -4.5 | -1 | 3 | -6 | 7 | -7 | -16
O=C(NC1CCCC1)c1cccc(S(=O)(=O)N2CCOCC2)c1 | 0 | 12 | -0.3 | 0 | 6 | 1 | 13 | -16 | -12
COc1ccc([N+](=O)[O-])cc1NC(=O)N(C)Cc1ccco1 | 0 | 3 | -1.2 | 15 | -5 | -3 | -1 | -10 | -1
CNC(=O)c1nc(C)c(C2(C)CC(c3ccccc3)=NO2)s1 (centres undefined) | 0 | 7 | -1.8 | 1 | 5 | 2 | 3 | -6 | -6

Taken from above:
Under CHRM4 agonist, COC(=O)C1=C(O)CSC1=Nc1ccc(C)cc1 is entered as 0
Under CHRM1 antagonist, COc1ccc([N+](=O)[O-])cc1NC(=O)N(C)Cc1ccco1 is entered as -10

Among those listed so far, these contain a CF3 group:
SMILES | CHRM4 agonist | CHRM1 PAM | CRFBP-R2 agonist | CHRM5 antagonist | M5 PAM | M5 ag | M4 PAM | CHRM1 antagonist | M4 antag
COc1ccc(CNC(=O)c2nnn(-c3cccc(C(F)(F)F)c3)c2N)cc1 | 4 | 9 | -2.4 | -1 | 7 | 1 | 5 | -6 | -2
COc1cc(C)ccc1S(=O)(=O)NC(=O)C1(C)CCN1C(=O)c1ccc(C(F)(F)F)nc1C (centres undefined) | 0 | 8 | . | 7 | -2 | 0 | 0 | -9 | 7

New compounds follow:
SMILES | CHRM4 agonist | CHRM1 PAM | CRFBP-R2 agonist | CHRM5 antagonist | M5 PAM | M5 ag | M4 PAM | CHRM1 antagonist | M4 antag
COc1ccc(CCNC(=S)NC(=O)c2cccc(Cl)c2)cc1OC | -1 | 3 | 6.7 | -2 | 10 | -2 | 1 | -11 | -1
NC(=O)COc1ccc(-n2cnnn2)cc1 | 0 | 8 | 0.2 | 2 | -6 | -1 | -4 | -1 | 7
COCCN(C(=O)Cc1cccs1)c1nnc(-c2ccncc2)s1 | 2 | 8 | 0.1 | -3 | 3 | -3 | 2 | -8 | -1
COCCNC(=S)N(CCc1c(C)[nH]c2ccccc12)Cc1ccco1 | 5 | -2 | -3.4 | 3 | -6 | -6 | 0 | -6 | 6
Cc1ccc(S(=O)(=O)N2CCOCCOCCOCCOCCOCC2)cc1 | 0 | 11 | -1.5 | 4 | 3 | -3 | 0 | -16 | -3
Brc1ccc(NC2=Nc3ccccc3CC2)cc1 | 0 | 9 | 4.0 | -13 | 7 | -4 | 5 | -8 | -2
CCN(CC)CCC#CC(O)(c1ccccc1)C1CCCCC1 (centres undefined) | 3 | -37 | -1.5 | 98* | -17 | -10 | -25 | 99* | 94*
COc1cccc(C2CCCN2Cc2nc(-c3cnccn3)no2)c1 (centres undefined) | 1 | 1 | 0.6 | 0 | 6 | -1 | 6 | 0 | -15
CC(C)OC(=O)c1ccc(N2C(=O)C3CC=CCC3C2=O)cc1 (centres undefined) | 1 | 6 | 4.7 | -8 | 1 | -5 | 1 | -5 | 0
Cc1ccnc(SCC(=O)c2cc3ccccc3o2)n1 | 5 | 3 | 3.6 | 4 | 2 | -3 | 7 | -6 | -3
CC(=O)N1CCN(c2nc(N)c(C#N)c(CC#N)c2C#N)CC1 | 1 | 10 | 3.3 | 1 | 2 | -3 | 5 | -13 | -3

CHRM1 antagonist, entries above that show a hit.
SMILES | CHRM4 agonist | CHRM1 PAM | CRFBP-R2 agonist | CHRM5 antagonist | M5 PAM | M5 ag | M4 PAM | CHRM1 antagonist | M4 antag
CCN(CC)CCC#CC(O)(c1ccccc1)C1CCCCC1 (centres undefined) | 3 | -37 | -1.5 | 98* | -17 | -10 | -25 | 99* | 94*

Hits appear at their usual frequency. About 2.8% of those tested had a hit in this group.
